Bioassay records from PubChem.
GalR3 antag: GalR3 antagonists in HEK293 cells, primary screen, cell-based, fluorescence readout | Galanin receptor type 3 (Homo sapiens), O60755 | HEK293 GalR3-CNG cAMP membrane potential fluorescence; galR3 body fused to GalR1 C-terminus | inhibition, % at 3 µM | actives 0.44% (n = 360,000) | AID 651719, 2012;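 active = inhibition above the screen-wide average plus 3 SD, cut at about 13% in these data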;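 note: forskolin and galanin both at EC90 stimulate the cells; cAMP rise reported by CNG channel membrane potential dye signal; 0% = forskolin plus galanin with DMSO and 100% = forskolin alone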
Target sequence (O60755 1-299 limits assumed): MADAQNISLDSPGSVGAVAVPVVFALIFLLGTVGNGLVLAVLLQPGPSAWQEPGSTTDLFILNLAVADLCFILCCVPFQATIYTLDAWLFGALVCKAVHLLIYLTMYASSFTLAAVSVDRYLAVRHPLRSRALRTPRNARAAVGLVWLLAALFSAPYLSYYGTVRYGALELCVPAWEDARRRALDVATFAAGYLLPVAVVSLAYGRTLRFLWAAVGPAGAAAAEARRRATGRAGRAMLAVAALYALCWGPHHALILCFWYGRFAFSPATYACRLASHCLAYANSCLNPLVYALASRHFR
Starred values were filed as active, the others as inactive.

Preview, 2 compounds:
GalR3 antag,canonical_smiles
0.7,CCOC(=O)OCC(=O)C1(O)CCC2C3CCC4=CC(=O)CCC4(C)C3C(O)CC21C (stereo unspecified)
-0.1,CCCNC(=O)C1(C)CCN(C(=O)c2ccccc2OC(F)(F)F)C1 (stereo unspecified)

All compounds of this part (from the top)
GalR3 antag,canonical_smiles
0.7,CCOC(=O)OCC(=O)C1(O)CCC2C3CCC4=CC(=O)CCC4(C)C3C(O)CC21C (stereo unspecified)
-0.1,CCCNC(=O)C1(C)CCN(C(=O)c2ccccc2OC(F)(F)F)C1 (stereo unspecified)
-4.7,Cc1cccc(C)c1NC(=O)C(c1ccccc1F)n1c(=O)c(-c2cc3ccccc3[nH]2)nc2ccccc21 (stereo unspecified)
-3.4,CC12CCC(=O)CC1CCC1C2CCC2(C)C1CCC2(O)C(=O)CO (stereo unspecified)
-3.2,COc1ccccc1Cn1c(C)c(C(=O)NCc2cccc(C)c2)sc1=O
-5.0,N=c1nc2n(cc1F)C1OC(CO)C(O)C1O2 (stereo unspecified)
-5.3,Cc1ccc([C@@H]2C[C@H]3[C@@H](CN2S(=O)(=O)c2ccc(Cl)cc2)C(=O)C[C@@H](c2ccc(Cl)cc2)N3S(=O)(=O)c2ccccc2C)cc1
-5.5,Cc1cc(OC(=O)Nc2ccccc2)ccc1Cl
-7.2,COc1cccc(CN(C)CCCn2ccc(NC(=O)OCc3ccccc3)nc2=O)c1
4.0,O=C(Cc1cccc([N+](=O)[O-])c1)Nc1ccccc1
-4.8,CCN(CC(=O)Nc1ccc2c(c1)OCCO2)C(=O)c1cc(S(=O)(=O)N2CCOCC2)ccc1F
-3.7,COc1ccccc1C(CNC(=O)CNC(=O)c1cccc(Cl)c1)N1CCCC1 (stereo unspecified)
2.6,COc1ccc(C(=O)Nc2cccc(/C=C(/CCC(=O)O)c3nc4ccccc4s3)c2)cc1
-2.5,O=C(CN1C(=O)NC2(CCCCC2)C1=O)N1CCN(S(=O)(=O)c2ccc(F)c(F)c2F)CC1
4.1,CC(=O)Nc1cccc(-c2ccnc3c2CC(C)(C(=O)Nc2ccc4c(c2)OCO4)O3)c1 (stereo unspecified)
-6.1,CSC1SCC2C(=O)N(C)C(C(C)C)C(=O)OCC(NC(=O)c3cnc4ccccc4n3)C(=O)NC(C)C(=O)N(C)C1C(=O)N(C)C(C(C)C)C(=O)OCC(NC(=O)c1cnc3ccccc3n1)C(=O)NC(C)C(=O)N2C (stereo unspecified)
-8.0,COc1ccc(-c2nn(-c3ccccc3)cc2C(=O)N(C)CC(=O)Nc2ccccc2Br)cc1
-11.0,O=[N+]([O-])c1ccc(NN=Cc2ccccc2O)nc1
-6.3,O=C1CC[C@@H]2CC3(C[C@@H]4CCN1[C@H]24)Nc1cc([N+](=O)[O-])ccc1NC3=NC1CCCCC1 (stereo partly specified)
-5.4,Cc1ccc(NC(=S)NNC(=S)NNc2ccccc2)cc1C

(listing goes on)
GalR3 antag,canonical_smiles
-3.4,C[C@@H]1CN([C@H](C)CO)C(=O)c2c(c3ccccc3n2C)-c2ccccc2CO[C@H]1CN(C)Cc1ccc2c(c1)OCCN2C
-5.1,COc1ccc(-c2noc(CCC(=O)N3CCN(c4cccc(C)c4C)CC3)n2)cc1
-4.4,CCCC(=O)N1CCC1(C)C(=O)Nc1ccc(C)cc1 (stereo unspecified)
1.0,CC(=O)Nc1cc(-c2cccc(CO)c2)cn2c(-c3ccc(C(C)=O)cc3)cnc12
-6.7,COc1ccc(S(=O)(=O)NC(=O)C2(C)CCN2C(=O)C2(c3ccc(Cl)cc3)CCC2)cc1 (stereo unspecified)
-1.0,CCN(CC)C(=O)c1cccc(-c2csc(C(C)(O)c3ccncc3)n2)c1 (stereo unspecified)
-7.9,COc1ccc(CCN2CC(C(=O)OCC(=O)NC(Cc3ccccc3)C(C)=O)CC2=O)cc1OC (stereo unspecified)
-3.9,CCN(Cc1ccccc1)c1ccccc1
-4.7,COc1cccc(C(=O)N2CCC[C@H]2C(=O)N2CCC[C@H]2C(=O)N[C@@H](C)c2ccccc2)c1
-4.8,COCCNC(=O)C1(C)CCN(C(=O)c2cccnc2Oc2ccccc2)C1 (stereo unspecified)
-4.7,O=C(C[C@H]1CC[C@@H](NC(=O)Nc2ccc3c(c2)OCO3)[C@@H](CO)O1)NCc1ccccc1
-6.3,Cc1[nH]c2ccccc2c1CC(=O)Nc1ccc(Oc2cccnc2)cc1
-5.4,CCc1nc2ccc(C(=O)NCCOc3ccc(OC)cc3)cn2c1N(C)C(=O)COc1ccccc1
-6.4,COc1ccccc1N1CCN(C(=O)c2cccc(S(=O)(=O)N3c4ccccc4CC3C)c2)CC1 (stereo unspecified)
-5.9,CN(C)C(=O)C[C@@H]1CC[C@@H](NC(=O)C2CCC2)[C@@H](CO)O1
-4.8,C/C=C/c1cccc(-c2nc(C(=O)N3CCOCC3)cc3c2[C@H](CCO)N(C(=O)NC(C)C)C3)c1
-4.1,COc1ccc(C(=O)C(C)C(C)=O)c(OCc2ccccc2)c1OC (stereo unspecified)
-5.5,CCc1nc2ccc(C(=O)NCCc3ccccn3)cn2c1N(CC)Cc1cccc(Br)c1
0.0,O=C1NCCOc2ccccc21
-3.6,O=C1NC(C2CC3C=CC2C3)Nc2ccccc21 (stereo unspecified)

Four structures already listed, ordered by count of non-hydrogen atoms, low to high.
GalR3 antag,canonical_smiles
0.0,O=C1NCCOc2ccccc21
-3.4,CC12CCC(=O)CC1CCC1C2CCC2(C)C1CCC2(O)C(=O)CO (stereo unspecified)
0.7,CCOC(=O)OCC(=O)C1(O)CCC2C3CCC4=CC(=O)CCC4(C)C3C(O)CC21C (stereo unspecified)
-7.2,COc1cccc(CN(C)CCCn2ccc(NC(=O)OCc3ccccc3)nc2=O)c1

(continued)
GalR3 antag,canonical_smiles
-5.3,O=S(=O)(c1ccccc1)N1N=C(c2ccc(Cl)cc2)CC1c1ccco1 (stereo unspecified)
-5.2,O=C(O)C1C(c2ccccc2)c2ccccc2C(O)C1CO (stereo unspecified)
4.2,Fc1cccc(Cc2c(-c3ccco3)nc3ccc(Br)cn23)c1
-2.3,Cc1sc2nc(SCC(=O)Nc3cccc(C(=O)O)c3)[nH]c(=O)c2c1C
-5.5,NC(=O)c1ncn([C@@H]2O[C@H](CNC(=O)[C@@H](N)Cc3cccnc3)[C@@H](O)[C@H]2O)n1
-5.3,CSc1cc(SC)ncn1
-6.8,OCC1OC(n2ccc3c2ncn2ncnc32)C(O)C1O (stereo unspecified)
-1.9,O=C(Nc1c(Br)cc2c(c1Br)Cc1ccccc1-2)C(Cl)Cl
-1.6,C=CCC1CCCCC1=C(C#N)c1ccccc1 (stereo unspecified)
-7.0,O=C(N[C@H](Cc1ccccc1)C(=O)N1CCN(Cc2ccccn2)CC1)[C@H]1O[C@@H](n2ccc(=O)[nH]c2=O)[C@H](O)[C@@H]1O
-2.5,O=c1[nH]nc(-c2n[nH]c(=O)o2)o1
-8.3,O=C1[C@H](c2ccccc2)[C@@H](c2ccncc2)N1c1ccncc1
-3.4,C1CC1C(=NN=C(C1CC1)C1CC1)C1CC1
-2.5,CCc1nc2c(OCCn3cccc3)cccn2c1N(C)C(=O)c1ccc(C)cc1
-7.8,CC[C@H](C)[C@H]1CNC(=O)C(=O)N1CC1CCN(CCCc2ccc(OC)c(OC)c2)CC1
-2.1,O=C(NC(Sc1ccc(Cl)cc1)C(=O)O)c1ccccc1 (stereo unspecified)
-4.5,CCC(C)NC(=O)c1ccc(N2CC3CC(C2)c2cccc(=O)n2C3)c(NC(=O)c2c(F)cccc2F)c1 (stereo unspecified)
-4.9,COc1ccc(C(=O)C(=O)N2CCN(c3ccccc3F)CC2)cc1
-3.2,Cn1nc(C(C)(C)C)cc1C(=O)N1CCCC(c2cc(C(=O)NCc3ccccc3)no2)C1 (stereo unspecified)
-7.0,O=C(CO)c1c[nH]c2ccccc12

Further compounds
GalR3 antag,canonical_smiles
-3.6,CN(CC(=O)Nc1cccc(F)c1)C(=O)CC1CCCC1
-7.2,O=C(Nc1ccc(F)c(Cl)c1)c1cc(C2CCCCN2C(=O)c2ccccc2)on1 (stereo unspecified)
-4.5,CC(C)N(C(=O)[C@H]1C[C@H](CC(=O)NCC23CC4CC(CC(C4)C2)C3)C(=O)N2CCc3c([nH]c4cc(CCC(=O)N(C)C)ccc34)[C@]12C)C(C)C
-2.2,CC1(Oc2ccc(Cl)cc2)CCN(Cc2ccc(OC(F)(F)F)cc2)C1 (stereo unspecified)
-3.3,COc1ccc(OC)c(NC(=O)C(C)OC(=O)c2cc3ccccc3[nH]2)c1 (stereo unspecified)
-4.9,ON=C1CCCC2CCCCC12 (stereo unspecified)
-5.5,O=C(Nc1cc(S(=O)(=O)N2CCOCC2)ccc1OCC(F)(F)F)C1CCCC1
-5.7,OC[C@H]1O[C@@H](c2nc(-c3ccccc3Br)no2)[C@H](O)[C@@H](O)[C@H]1O
-3.3,CCOC(=O)CCCN(c1[nH]c(C)c(C)c1C#N)S(=O)(=O)c1ccc(C)cc1
-5.3,O=C(NCCOc1ccc(F)cc1)C1CCC(=O)N(Cc2ccc(Cl)cc2)C1 (stereo unspecified)
-7.7,Cc1cc(C(=O)N2CCCC(CO)(Cc3ccc(F)cc3F)C2)nn1C (stereo unspecified)
-4.9,CCOC(=O)C1=CCN(S(=O)(=O)c2ccc(Cl)cc2)C1c1cccc(C)c1 (stereo unspecified)
-5.6,CN(Cc1ccccc1)C(=O)c1ccc(NC(=O)Cc2ccc(NC(=O)C3CCCN(C(=O)c4ccccc4)C3)cc2)cc1 (stereo unspecified)
-5.4,Cc1cccnc1C(NC(=O)C1CCN(Cc2cn(C)c3ccccc23)CC1)c1ccc(Cl)cc1 (stereo unspecified)
-4.0,CC12CCC(O)CC1=CCC1C2CCC2(C)C(c3ccn[nH]3)CCC12 (stereo unspecified)
-1.0,COc1cccc(Nc2nc(C(N)CCc3ccccc3)cs2)n1 (stereo unspecified)
-9.0,CCN=C1NC(c2ccc(C(F)(F)F)cc2)C(C(=O)OC)=C(C)N1Cc1cccc(C(F)(F)F)c1 (stereo unspecified)
-3.7,COc1cc(OCc2ccccc2)c(CC(=O)O)c([N+](=O)[O-])c1
-4.5,CCc1nc2ccc(C(=O)Nc3cccc(NS(C)(=O)=O)c3)cn2c1N(C=O)CCC(C)C
-6.1,Cc1ccc(C(=O)O)cc1NCc1cccnc1

Two entries drawn at random from the list so far, as already listed:
GalR3 antag,canonical_smiles
-5.4,Cc1cccnc1C(NC(=O)C1CCN(Cc2cn(C)c3ccccc23)CC1)c1ccc(Cl)cc1 (stereo unspecified)
-3.7,COc1cc(OCc2ccccc2)c(CC(=O)O)c([N+](=O)[O-])c1

Next structures follow.
GalR3 antag,canonical_smiles
-5.0,C[C@@H]1CN([C@@H](C)CO)C(=O)CCCn2cc(nn2)CO[C@H]1CN(C)C(=O)Cc1ccccc1
2.3,CC(=O)Nc1ccc2c(c1)Cc1c-2cc(Cl)c(NC(C)=O)c1Cl
-6.1,CCOc1ccc(CCN2C(=O)C(=O)N([C@@H](Cc3ccc(O)cc3)CN3CCC[C@H]3CN3C(=O)C(=O)NC[C@@H]3CC(C)C)C[C@@H]2Cc2ccccc2)cc1
-4.4,CCOc1ccc(NC(=O)CN2C(=O)NC(C)(c3ccc4c(c3)OCCCO4)C2=O)cc1OCC (stereo unspecified)
-5.7,CCCNC(=O)c1cc(C2CCCCN2S(=O)(=O)c2cccc3cccnc23)on1 (stereo unspecified)
-0.6,O=C(N[C@@H](Cc1cccnc1)C(=O)N1CCC[C@H]1C(=O)NC1CCCC1)c1ccccc1
-6.7,Nc1cccc(N=[N+]([O-])c2cccc(N)c2)c1
-0.5,O=C(Nc1cccc(C(F)(F)F)c1)c1csc([C@H]2C[C@H](O)[C@@H](CO)O2)n1
-4.1,COc1ccc(C=O)c(-c2c(CCO)sc3ccccc23)c1

An excerpt from above in order of their number in GalR3 antag, low to high.
GalR3 antag,canonical_smiles
-6.1,CCOc1ccc(CCN2C(=O)C(=O)N([C@@H](Cc3ccc(O)cc3)CN3CCC[C@H]3CN3C(=O)C(=O)NC[C@@H]3CC(C)C)C[C@@H]2Cc2ccccc2)cc1
-4.4,CCOc1ccc(NC(=O)CN2C(=O)NC(C)(c3ccc4c(c3)OCCCO4)C2=O)cc1OCC (stereo unspecified)
-0.5,O=C(Nc1cccc(C(F)(F)F)c1)c1csc([C@H]2C[C@H](O)[C@@H](CO)O2)n1

A portion of the library; the hit share may differ from the screen's.
